DAGLB inh = blocks human DAGLB lipase activity | HEK293T DAGLB membrane lysate, EnzChek fluorogenic substrate | AID 504411 | hit rate 0.059% among 340,000 | inhibition, % at 5.17 µM; in the data active = inhibition above about 34%;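 note: 0% = enzyme with vehicle and 100% = wells lacking enzyme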
Target sequence (Q8NCG7 whole entry, looked up): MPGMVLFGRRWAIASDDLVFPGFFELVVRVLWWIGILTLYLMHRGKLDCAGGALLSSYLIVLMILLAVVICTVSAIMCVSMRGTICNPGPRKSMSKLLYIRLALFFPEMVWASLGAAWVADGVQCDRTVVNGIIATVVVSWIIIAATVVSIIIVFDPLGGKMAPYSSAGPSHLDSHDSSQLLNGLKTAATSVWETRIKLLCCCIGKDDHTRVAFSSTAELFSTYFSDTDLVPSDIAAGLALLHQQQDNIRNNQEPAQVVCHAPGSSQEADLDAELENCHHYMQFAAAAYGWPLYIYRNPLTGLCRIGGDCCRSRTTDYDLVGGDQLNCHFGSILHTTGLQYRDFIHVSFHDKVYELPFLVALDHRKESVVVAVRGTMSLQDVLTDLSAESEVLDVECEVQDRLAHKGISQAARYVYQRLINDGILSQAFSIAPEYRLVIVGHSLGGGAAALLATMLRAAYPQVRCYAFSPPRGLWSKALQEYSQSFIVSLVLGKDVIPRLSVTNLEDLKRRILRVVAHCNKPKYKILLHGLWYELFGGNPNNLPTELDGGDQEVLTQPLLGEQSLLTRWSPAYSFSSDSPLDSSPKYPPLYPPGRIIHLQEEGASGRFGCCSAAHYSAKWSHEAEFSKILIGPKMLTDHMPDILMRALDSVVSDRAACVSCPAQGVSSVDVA
PfHsp90 yeast 2 = inhibits growth of yeast expressing Plasmodium falciparum Hsp90 | S. cerevisiae expressing PfHsp90, BacTiter-Glo ATP, 48 h; yeast lacking PDR1 and PDR3 efflux regulators | inhibition, % at 9.4 µM | hit rate 0.32% among 310,000 | AID 504621;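 active = every replicate shows inhibition above about 80%, whatever the replicate mean, limit read from the data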;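 note: 0% = DMSO neutral controls and 100% = 20 µM radicicol positive controls; yeast relying on Plasmodium falciparum Hsp90 in place of its own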
Tat transport = inhibitors of E. coli Tat protein transport. E. coli MC4100 TorA-mCherry Tat export, fluorescence. inhibition, % at 10 µM. hit rate 0.036% among 340,000;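 active = mean replicate inhibition at least 50% and at least half of replicates individually reaching 50%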;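 note: exported cargo escapes ClpAP degradation while cytoplasmic cargo is degraded and loses fluorescence; 0% = median of neutral control wells and 100% = median of NaSCN control wells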
Ecoli viability = counter-screen for AddAB inhibitors: E. coli growth inhibition; AID 449728; hit rate 0.27% among 330,000; inhibition, % at 11.9 µM; E. coli V3065 growth, OD600 absorbance, 18 h;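 active = inhibition above the campaign's mean inhibition across all tested compounds plus 3 SD, cut at about 9.9% in these data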;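 note: uninfected addAB+ strain grown without phage in ampicillin broth; 0% = DMSO wells and 100% = ciprofloxacin 0.95 µg/ml wells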
AddAB inh = less growth of phage-infected E. coli with AddAB; E. coli expressing H. pylori AddAB, absorbance growth; inhibition, % at 11.9 µM; hit rate 0.29% among 330,000; in the data active = inhibition above about 12%;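 note: 0% = vehicle wells of infected cells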
Rtt109 Vps75 = C. albicans Rtt109 histone acetyltransferase inhibition; Q5AAJ8; purified Rtt109/Vps75, ThioGlo CoA-SH fluorescence, 4 h; inhibition, % at 34.9 µM; hit rate 0.16% among 330,000; AID 540336;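 active = inhibition of at least 50% in every replicate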
PvdQ inh = P. aeruginosa PvdQ acylase inhibition; purified PvdQ acylase, fluorescence plate reader; inhibition, % at 10 µM; hit rate 0.063% among 340,000; AID 488965; in the data active = inhibition above about 30%, passing the limit was not always enough;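 note: 0% = vehicle neutral wells and 100% = reference inhibitor wells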
Wnt act = Wnt/beta-catenin pathway activation; hit rate 1.2% among 300,000; AID 743398; Wnt/beta-catenin reporter cell assay, activator, plate reader; activation, % at 9.35 µM; in the data active = activation above about 30%, passing the limit was not always enough;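 note: 0% = neutral control wells and 100% = positive control wells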
phage Ecoli inh = E. coli growth loss with phage present. growth absorbance. inhibition, % at 11.9 µM. hit rate 0.26% among 360,000. AID 651602; in the data active = inhibition above about 11%
CAL PDZ FP = human CAL PDZ-peptide interaction inhibition. Q9HD26. purified CAL PDZ, TMR-peptide fluorescence polarization, 1 h. inhibition, % at 20 µM. hit rate 0.02% among 330,000. AID 504414;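 active = highest replicate inhibition of at least 40%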;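 note: plate controls were DMSO neutral control wells for no effect and unlabeled competitor peptide control wells for full effect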
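material = purified tagged CAL PDZ domain construct (CerCALP) | compound dosing = 20 µM, one dose | times = 1 h at RT | measured by = fluorescence polarization from S- and P-plane intensities, G-factor corrected | read-out = inhibition from polarization loss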
* marks the source's active call; other numbers are inactive results; / = not tested or not shown.

Every second line gives: PfHsp90 yeast 2	Rtt109 Vps75	phage Ecoli inh	Ecoli viability	Wnt act	PvdQ inh	CAL PDZ FP	AddAB inh	Tat transport	DAGLB inh
1) CCC(NC(=O)c1cc(COc2cncc(Cl)c2)on1)c1ccncc1 (stereo not given)
→ -14.3	-1.2	1.4	-0.4	1.2	-7.4	0.6	0.8	1.7	1.8
2) CCC(C)(C)C1CCC2(CC1)NC(=O)N(CC(=O)N1CCN(S(=O)(=O)c3cc(C)ccc3C)CC1)C2=O (stereo not given)
→ 2.0	-7.9	0.2	-1.2	-11.5	-11.0	-2.2	2.0	0.3	-2.7
3) CS(=O)(=O)c1[nH]nc(-c2ccccc2Cl)c1C#N
→ /	/	2.5	-0.6	3.9	/	/	1.8	/	/
4) COc1cc(C(=O)O/N=C(\N)c2ccc([N+](=O)[O-])cc2)cc(OC)c1OC
→ -6.0	-10.3	2.0	-1.6	20.5	4.6	-1.3	2.7	2.1	-0.9
5) O=c1nc2ccc(Cl)cn2c2ccc(S(=O)(=O)N3CCCCC3)cc12
→ 15.4	-61.6	5.0	0.1	0.8	-15.6	-3.0	2.7	-2.8	0.1
6) FC(F)(F)c1cc(Cl)c2nnc(-c3cccnc3)n2c1
→ 14.1	4.2	3.1	0.8	-0.1	-9.4	-0.1	2.8	-1.3	0.4
7) C=CCOc1ccc(/C=C/C(=O)OCC(=O)NCCC2=CCCCC2)cc1
→ 5.7	-7.9	1.5	-1.3	-2.4	0.1	-1.2	0.9	-3.1	-11.5
8) C=C(C)COc1ccc(-c2nc(N)ncc2Oc2ccccc2OCC)c(O)c1
→ -22.3	0.2	-1.2	-3.0	-6.0	11.1	-0.4	3.2	1.0	-3.2
9) O=C1c2ccccc2C(Nc2ccc(S(=O)(=O)N3CCCCCC3)cc2)N1Cc1ccco1 (stereo not given)
→ 8.6	0.4	3.8	0.6	1.8	-15.6	-0.6	-2.0	-5.0	-1.8
10) COc1cc(Cc2nccc3cc(OC)c(OC)cc23)c(NC(C)=O)cc1OC
→ -10.7	-6.4	-0.6	-1.2	1.6	-11.4	/	2.8	1.9	-1.6
11) CC1(C)Cc2c(c(=S)nc(-c3ccccc3)n2CCN2CCOCC2)CO1
→ /	-3.0	1.6	-0.2	/	-9.7	-0.8	-2.3	-8.1	1.2
12) O=P(c1ccccc1)(c1ccccc1)c1ccc(O)cc1
→ -32.8	-8.3	0.6	-0.2	-3.4	-14.5	-9.0	4.2	0.5	-1.1
13) C=CCNCc1cc(=O)n2c(-c3ccccc3)csc2n1
→ 9.5	6.6	0.5	-0.6	-0.1	-12.1	-0.4	-0.2	-13.6	1.5
14) COc1cccc(NC(=O)C2COc3ccccc3O2)c1 (stereo not given)
→ -8.5	-4.4	2.9	2.1	12.6	-2.5	-0.3	7.0	2.4	-10.7
15) COc1ccc(-c2cn3cc(Br)cnc3n2)cc1
→ /	7.2	2.9	0.9	25.5	8.1	-0.7	4.0	-1.4	0.2
16) CN(CCC#N)C(=O)COC(=O)c1cc(Cl)cc(Cl)c1N
→ 6.6	-30.6	5.2	0.2	-1.8	-2.3	-3.2	5.6	-8.3	-0.5
17) Cc1ccsc1C(=O)Nc1ccc(S(=O)(=O)N2CCOCC2)cc1
→ -8.3	2.3	2.6	1.6	0.2	-14.1	-0.1	-0.9	-10.5	-1.7
18) O=C1CNC(=O)/C(=C\c2ccccc2)N1
→ -4.9	2.0	0.5	1.2	-0.4	16.7	0.3	-0.4	0.1	-2.9
19) CC(C)(C)c1ccc(C(=O)NNc2cc(Cl)cc(Cl)c2)cc1
→ -10.5	8.3	4.9	2.4	-2.2	-5.1	-1.0	3.3	0.4	-30.5
20) COc1ccc(-c2c(C)nn3c(N4CCCCCC4)cc(C)nc23)cc1OC
→ -12.4	-0.2	-0.9	1.3	-3.5	-14.8	1.0	-0.9	4.1	-2.2
21) CSc1nsc(SC)c1NC(=O)N1CCCCC1
→ 4.7	10.0	1.5	-0.8	/	11.9	0.1	0.2	-6.7	0.8
22) COCCCn1c(=N)c(C(=O)NCC2CCCO2)cc2c(=O)n3cccc(C)c3nc21 (stereo not given)
→ 3.0	-152.9	4.0	1.3	/	-36.9	0.0	2.4	3.4	-1.1
23) CSc1ccc(/C=N/NC(=O)c2cc(O)cc(O)c2)cc1
→ 15.4	-1.6	0.6	1.2	34.5*	-12.0	-2.3	3.7	-0.4	2.4
24) COc1ccc2c(CC(=O)Nc3nc(C)cs3)coc2c1
→ -7.6	3.3	1.1	0.4	7.6	-9.2	-2.0	1.9	-12.5	1.9
25) COc1ccc(NC(=O)CN2CCc3ccccc3C2)cc1S(=O)(=O)N1CCOCC1
→ 8.0	-5.5	2.8	1.9	-2.8	3.2	-1.9	2.5	3.3	0.8
26) Cc1ccc(C)c(C(=O)COC(=O)CNS(=O)(=O)c2ccccc2)c1
→ 24.7	-4.5	0.7	0.0	-1.5	-8.1	-0.6	1.7	-2.4	0.0
27) Cc1cc(C)nc(Nc2n[nH]c(COc3ccc(Cl)cc3)n2)n1
→ /	-3.1	2.9	1.4	/	-10.4	/	-0.4	-2.2	0.9
28) COc1ccccc1N1CCN(CC(O)COc2ccc3c(c2)CCC3)CC1 (stereo not given)
→ -7.0	5.2	-0.2	-3.4	0.0	-9.0	-4.0	-0.8	7.3	-9.3
29) Cc1ccc(F)c(C2=CC(=O)C[C@H](c3ccc(F)cc3)C2)c1
→ -3.2	4.1	0.1	1.7	4.9	10.1	-0.3	-0.3	3.7	-8.2
30) C=CCn1c(C)cc(C(=O)CSc2nc3ccccc3o2)c1C
→ -40.3	-1.8	3.6	-1.5	47.2*	-4.5	-0.9	-0.3	4.6	-10.6
31) CC(=O)C1=C(O)C(=O)N(c2ccc(C)cc2)C1c1ccc([N+](=O)[O-])cc1 (stereo not given)
→ -0.9	2.0	4.2	-4.2	-5.8	-6.8	-1.0	1.7	-3.5	8.7
32) COn1c(-c2ccccc2)c(C=O)c2ccccc21
→ -4.0	-10.1	2.1	-3.1	0.4	-3.7	-0.4	3.6	5.5	-5.3
33) COc1ccc(Cl)cc1NC(=O)Nc1ccc(Br)cn1
→ -2.6	20.4	1.5	-1.2	/	3.3	-1.7	-1.1	-3.1	0.9
34) Cc1cc(C)cc(NC(=O)C2CCCN2S(=O)(=O)c2ccc3c(c2)C(C)(C)C(=O)N3C)c1 (stereo not given)
→ 13.1	-2.2	3.2	-1.9	0.9	-11.0	-0.9	3.4	-1.7	0.1
35) CC(=O)Nc1cc(NC(C)=O)cc(C(=O)OCC(=O)N2CC(C)OC(C)C2)c1 (stereo not given)
→ -15.9	2.3	0.6	0.2	-1.3	-7.9	-0.4	4.2	-3.9	-4.5
36) CCOc1ccc(Cc2onc3c2C(=O)CC(C)(C)C3)cc1OCC
→ -17.1	-6.0	1.5	2.3	-1.8	3.1	-0.3	1.9	5.6	-3.7
37) O=C(Nc1cc(C(F)(F)F)ccc1Cl)C(Sc1ccccn1)c1ccccc1 (stereo not given)
→ 5.7	-3.8	3.1	3.7	-3.0	-12.7	-0.8	6.7	-11.0	-7.0
38) COc1ccc(C(=O)NNC(=O)c2cc3cccc(OC)c3oc2=O)cc1
→ -1.1	-1.3	4.4	-1.6	-0.5	8.7	-0.6	0.2	-7.7	-0.3
39) Cc1ccc(S(=O)(=O)N(C)Cc2ccc(-c3nnc4n3CCC4)cc2)cc1
→ 12.1	/	1.2	0.5	/	-8.4	-0.9	-2.5	5.7	-0.8
40) Oc1ccccc1C=NN=Cc1ccccc1Cl
→ -5.1	0.0	2.5	/	4.8	1.1	-0.1	/	-8.8	-6.0
41) Cc1ccc(CN2CC(C(=O)Nc3ccc4c(C)cc(=O)oc4c3)CC2=O)cc1 (stereo not given)
→ /	2.2	3.1	-2.4	/	-14.7	-6.0	1.3	-13.5	-0.1
42) CC(=O)Nc1ccc(OS(=O)(=O)c2c(C)cc(C)cc2C)cc1
→ -21.1	-0.5	3.2	0.0	2.9	-3.8	-1.7	-1.3	4.3	2.2
43) CC(C)(O)CNC(=O)Nc1ccc(Cl)c(Cl)c1
→ -3.3	-5.4	0.6	-2.2	13.2	-15.3	-0.7	4.0	45.5	1.6
44) COCCN(CCOC)S(=O)(=O)c1ccc(C(=O)Nc2nnc(C3CC3)o2)cc1
→ 10.8	/	0.6	-1.5	-5.4	-13.8	-1.6	1.0	-0.3	-0.2
45) COc1ccc(S(=O)(=O)NC(CC(=O)NCc2ccco2)c2ccco2)cc1 (stereo not given)
→ -19.0	0.5	2.0	-1.0	-0.2	-4.3	0.2	0.9	2.3	1.2
46) Cc1ccc(S(=O)(=O)NC(=O)Nc2ccc(N(C)C)cc2)cc1
→ 10.3	0.2	-4.8	-0.9	9.4	8.3	0.5	-0.6	-19.2	7.5
47) Cc1ccccc1C(=O)c1cccn1CC(=O)NCCC1=CCCCC1
→ -119.3	-0.6	0.8	3.6	-1.4	-1.5	-0.3	3.1	5.6	-4.7
48) O=C(Cn1nnc(-c2cccs2)n1)N1CCc2ccccc2C1
→ -6.7	-1.2	5.3	0.7	/	-5.3	-0.3	-0.1	-0.2	1.1
49) CCOC(=O)N1CCN(CC(=O)Nc2ccc(F)cc2)CC1
→ 7.5	17.0	0.8	-1.6	-3.0	-2.0	-1.0	-0.7	-6.7	-3.6
50) COc1ccc(OC)c(S(=O)(=O)NCC(=O)NC2CCCCCC2)c1
→ 5.7	-6.4	-0.5	-0.2	-0.4	-9.6	0.4	2.9	-10.0	-0.3
51) Cc1ccc(S(=O)(=O)NCC2CCC(C(=O)NCc3ccco3)CC2)cc1 (stereo not given)
→ /	1.9	-0.9	0.7	/	-21.2	1.4	2.5	-2.3	1.1
52) O=[N+]([O-])c1ccccc1S(=O)(=O)N1CCN(S(=O)(=O)c2ccc3c(c2)OCCO3)CC1
→ /	4.6	/	-0.9	/	-11.4	0.2	0.7	1.2	-4.8
53) COc1ccc(OC)c(NC(=O)[C@@]2(CC(=O)O)CC(/C=C/c3ccccc3)=NO2)c1
→ -18.5	2.1	1.5	0.2	2.9	-5.7	1.9	-1.1	-0.7	1.6

Values in list order from the list:
Compounds 36–42 in Rtt109 Vps75, in turn: -6.0, -3.8, -1.3, /, 0.0, 2.2, -0.5

Screens from PubChem.
